MBNL1-CUG inh: inhibitors of human MBNL1 binding to CUG repeat RNA; Q9NR56; TR-FRET MBNL1-His/biotin-(CUG)12 binding, 665/545 ratio; Potency, µM (top dose mostly 57.5 µM), inactives show at the highest dose activity change, negative = inhibition, hits mostly inhibitors; actives 0.036% (n = 280,000); AID 2675; active means well fitted inhibition curve with a large enough effect in the signal ratio, with a control signal flat, not every such curve was filed as active; inconclusive means small, poorly fitted or top-dose-only effect, or effect the other way, or a change in a side signal; inactive means no such curve, though single readings can be large or run the other way; the % refers to the signal ratio; further: potency means the concentration at half of the fitted maximal effect; on the % scale 0 is the no-effect control and ±100 the full control effect
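Ratiometric TR-FRET (665 over 545 nm, excitation 340 nm) tracks disruption of MBNL1-His/biotin-(CUG)12 complex after 60 min at room temperature, with compounds at 92 nM to 58 uM final.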
Mito fusion act: blocks mitochondrial division or promotes mitochondrial fusion | Potency, µM (top dose mostly 46.1 µM), for inactives: at the top dose growth rescue (activation), most hits filed as activators | AID 485298 | S. cerevisiae fusion-defective mutant growth rescue, CellTiterGlo 48 h | actives 0.23% (n = 320,000);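 further: potency means the concentration at half of the fitted maximal effect; % of control where 0% means no effect; nearly all actives have a fitted effect of over 45% in size; temperature-sensitive fusion mutants such as fzo1-1 at 37 °C on non-fermentable ethanol glycerol medium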
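Read-out: ATP-based luminescence (CellTiterGlo, 10 min ambient) reporting growth of fusion-defective ts yeast after 48 hours at 37C on glycerol/ethanol YPEG medium in the presence of compound.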
USP2a block: USP2a (human) protease inhibition; O75604; USP2 core, Ub-CHOP2 coupled fluorogenic reporter, 485/531; Potency, µM (doses to about 38.3 µM), for inactives: at the top dose activity change, negative = inhibition, actives largely listed as inhibitors; actives 0.01% (n = 330,000); AID 463254;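 further: potency means the concentration at half of the fitted maximal effect; plate controls were DMSO wells for no effect and full inhibition by NEM control for full effect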
Target sequence (O75604 whole entry, looked up): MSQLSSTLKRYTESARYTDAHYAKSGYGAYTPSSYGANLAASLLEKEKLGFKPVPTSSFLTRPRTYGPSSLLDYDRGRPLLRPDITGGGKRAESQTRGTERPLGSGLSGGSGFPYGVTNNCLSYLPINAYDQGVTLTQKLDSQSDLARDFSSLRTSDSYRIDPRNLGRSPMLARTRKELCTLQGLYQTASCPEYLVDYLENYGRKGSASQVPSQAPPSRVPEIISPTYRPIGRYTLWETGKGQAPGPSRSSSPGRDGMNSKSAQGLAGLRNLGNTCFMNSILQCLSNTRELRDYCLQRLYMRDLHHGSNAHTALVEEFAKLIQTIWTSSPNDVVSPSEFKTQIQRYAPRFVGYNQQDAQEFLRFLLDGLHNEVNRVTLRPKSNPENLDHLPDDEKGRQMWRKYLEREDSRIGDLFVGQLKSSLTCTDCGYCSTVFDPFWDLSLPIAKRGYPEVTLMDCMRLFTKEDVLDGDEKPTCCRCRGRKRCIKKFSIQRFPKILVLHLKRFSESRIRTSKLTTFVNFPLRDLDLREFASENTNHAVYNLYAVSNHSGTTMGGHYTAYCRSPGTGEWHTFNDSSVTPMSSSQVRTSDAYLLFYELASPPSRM
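Cell-free coupled assay: 10nM USP2 core preincubated 30min RT with compound in Tris-HCl pH 8.0/CaCl2/CHAPS buffer, then 25nM Ub-CHOP2 and 25nM reporter substrate; fluorescence (Ex 485/Em 531) read after 60min RT, normalized to NEM inhibition, concentration-response curves fitted.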
Menin MLL FP TR: menin-MLL binding inhibition, Texas Red mutant peptide. Menin + Texas Red MLL mutant peptide, fluorescence polarization. actives 0.23% (n = 270,000). Potency, µM (highest dose often 61.6 µM), inactives show at the top dose FP activity change, negative = inhibition, usual class: inhibitors. O00255; active means well fitted inhibition curve with a large enough effect in the polarisation, with a control signal flat, not every such curve was filed as active; inconclusive means small, poorly fitted or top-dose-only effect, or effect the other way, or a change in a side signal; inactive means no such curve, though single readings can be large or run the other way; the % refers to the polarisation; further: potency means the concentration at half of the fitted maximal effect; % of control where 0% means no effect; many of its hits are not listed in these tables
BCR signal inh: inhibitors of chronic active B-cell receptor signaling | ABC-DLBCL IkBa-CBG/CBR reporter, luminescence ratio, 4 h | actives 0.05% (n = 340,000) | Potency, µM (titrated, usually from 46.1 µM), inactives show top-dose ratio change, negative = lower green/red ratio, actives largely listed as inhibitors; active means well fitted inhibition curve with a large enough effect in the signal ratio, with a control signal flat, not every such curve was filed as active; inconclusive means small, poorly fitted or top-dose-only effect, or effect the other way, or a change in a side signal; the % refers to the signal ratio;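 further: potency means the concentration at half of the fitted maximal effect; plate controls were basal doxycycline-induced cells for no effect and cells given 10 µM MG132 for full effect; MG132 reads +100%, hits lower the ratio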
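Concentration-response series (up to 46 uM) were applied to TMD8 dual-reporter cells for 4 h at 37C with doxycycline. Green/red ratio, after filter-overlap correction, defined %Activity; red signal alone was normalised to basal cells and zero luminescence.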
hERG WT inh: blocks the wildtype human KCNH2 potassium channel | activity change, % at 1.84 µM | U2OS, BacMam KCNH2, thallium flux FluxOr; stronger effect = lower value | Q12809 | AID 720551 | actives 0.37% (n = 340,000);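 active means maximum activity change below -70%; inconclusive means maximum activity change between -70% and -50%; inactive means maximum activity change above -50%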; further: on the % scale 0 is the no-effect control and ±100 the full control effect
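U2OS cells were transduced with wild-type KCNH2 virus (2.03 x 10^8 / mL) for 4 h at room temperature, then cultured overnight at 37 C. Thallium flux was read with FluxOr dye. Rate constants were normalized to DMSO controls.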
Eya2 phos inh: Eya2 (human) phosphatase inhibition; O00167; recombinant Eya2, OMFP fluorescence dephosphorylation (OMFP is methylfluorescein phosphate); Potency, µM (highest dose often 76.9 µM), inactives show at the highest dose activity, negative = inhibition, usual class: inhibitors; actives 0.006% (n = 330,000); further: potency means the concentration at half of the fitted maximal effect; on the % scale 0 is the no-effect control and ±100 the full control effect
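Eya2 (0.2 uM) preincubated 10 min at ambient with compound, then OMFP substrate added at 50 uM; 10 min reaction in 50 mM HEPES pH 7.5, 50 mM NaCl, 5 uM MgCl2, 0.05% BSA, 1 mM DTT. Fluorescence read at Ex 485/Em 525 nm.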
PKM2 act: increases activity of human pyruvate kinase M2. purified PKM2, Kinase-Glo ATP luminescence, activation; response scale: 0% is enzyme alone, no compound. actives 0.34% (n = 260,000). Potency, µM (series often up to 57.5 µM), for inactives: at the highest dose activation, hits mostly activators. P14618; further: potency means the concentration at half of the fitted maximal effect; on the % scale 0 is the no-effect control and ±100 the full control effect; nearly all actives have a fitted effect of over 55% in size
Target sequence (P14618 whole entry, looked up): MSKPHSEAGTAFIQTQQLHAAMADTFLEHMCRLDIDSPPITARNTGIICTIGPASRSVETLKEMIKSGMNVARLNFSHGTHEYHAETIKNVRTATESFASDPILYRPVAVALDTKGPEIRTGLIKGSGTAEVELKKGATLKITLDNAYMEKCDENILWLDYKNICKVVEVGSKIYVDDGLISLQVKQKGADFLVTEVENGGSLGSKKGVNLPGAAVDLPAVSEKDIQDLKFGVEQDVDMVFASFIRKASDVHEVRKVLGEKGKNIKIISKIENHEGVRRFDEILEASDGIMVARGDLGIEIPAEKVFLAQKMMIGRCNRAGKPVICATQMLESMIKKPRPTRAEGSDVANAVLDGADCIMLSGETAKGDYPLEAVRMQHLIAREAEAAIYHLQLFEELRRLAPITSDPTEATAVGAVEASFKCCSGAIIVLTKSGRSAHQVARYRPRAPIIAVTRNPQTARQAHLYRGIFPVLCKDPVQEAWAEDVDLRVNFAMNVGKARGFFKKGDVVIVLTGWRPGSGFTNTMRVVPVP
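hPK-M2, >95% pure; 0.1 mM ADP / 0.5 mM PEP final; imidazole pH7.2 buffer w/ 7 mM MgCl2, 50 mM KCl; 1 h RT; Kinase-Glo lum. Intermediate enzyme activity for dual inhibitor/activator qHTS.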
TSHR antagonist: antagonists of human thyroid stimulating hormone receptor. TSHR-expressing cells, TSH-stimulated cAMP HTRF, 2 h; stronger effect = lower value. activity change, negative = inhibition, % at 11.5 µM. P16473. actives 0.2% (n = 330,000);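 active means activity change below a set negative limit, meaning inhibition stronger than a set level, cut at about -70% in these data; inconclusive means activity change between two set negative limits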; further: on the % scale 0 is the no-effect control and ±100 the full control effect
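Read-out is FRET at 665 nm (cryptate excitation 337 nm) from a cryptate-tagged anti-cAMP antibody, competed by cell cAMP against cAMP-d2. Compounds are tested on freshly harvested TSHR cells challenged with 4nM TSH (EC80) for 2 hours at 37 deg C.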
GALK inhibitor: galactokinase (human) inhibition; AID 1868; Potency, µM (highest dose often 57.5 µM), for the others: at the top dose activity change, negative = inhibition, actives largely listed as inhibitors; Purified GALK, Kinase-Glo residual ATP luminescence; actives 0.007% (n = 270,000); P51570; further: potency means the concentration at half of the fitted maximal effect; on the % scale 0 is the no-effect control and ±100 the full control effect
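GALK at 5 nM final was combined with compound, 35 uM ATP and 100 uM galactose in HEPES pH8.0 with MgCl2 and DTT. The reaction ran one hour at room temperature before luminescent ATP detection.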
S-ASM inh: human S-ASM enzyme inhibition. actives 0.006% (n = 340,000). P17405. Potency, µM (highest dose often 57.5 µM), inactives show at the highest dose activity change, negative = inhibition, usual class: inhibitors. placental ASM, HMU-PC fluorogenic substrate, 60 min. AID 504937; further: potency means the concentration at half of the fitted maximal effect
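Human placenta-derived ASM enzyme was preincubated with compound for 10 minutes at room temperature, then given fluorogenic substrate HMU-PC0 (9 uM final) for 60 minutes at 37 °C; a pH 10 stop preceded fluorescence reading at Ex 386/Em 447 nm.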
Active calls of the source: *; u = inconclusive; x = no result given; [ ] = remark or other dose. Unless noted, the call rests on the fitted dose curve; in most records, active means well fitted curve in the direction sought with a large enough effect; inconclusive means small, poorly fitted or top-dose-only effect, or another doubt; inactive means no such curve, though single readings can be large; an effect the other way counts as inactive or inconclusive.

Compound | MBNL1-CUG inh | Mito fusion act | USP2a block | Menin MLL FP TR | BCR signal inh | hERG WT inh | Eya2 phos inh | PKM2 act | TSHR antagonist | GALK inhibitor | S-ASM inh
COc1cc2c(cc1OC)CN(CC(=O)Nc1ccc(F)cc1)C(C(=O)O)C2 (stereo not drawn) | 8% | -4% | 1% | 2% | u | -3 | -6% | x | 0 | 0% | 7%
Cc1cc(C)c(CN2CCC(n3nccc3NC(=O)c3ccccc3Cl)CC2)cc1C | -3% | -4% | -5% | x | -1% | -6 | 5% | -13% | 0 | 8% | 4%
CCCCCCSc1cccc(-c2nc3cc(C)ccn3c2NC2CCCCC2)c1 | x | 11% | -1% | x | 3% | -9 | -17% | x | 3 | x | 226%[activator]
N#Cc1ccc(OCC(=O)NN2Cc3ccccc3C2=N)cc1 | -1% | 1% | -1% | 8% | 1% | 16 | 11% | -33% | 12 | 14% | -2%
Cc1ccsc1C(=O)Nc1cccc(-n2cnnn2)c1 | -1% | -15% | 1% | 17% | u | -8 | 8% | 0% | 10 | -2% | -1%
Cc1cn(S(=O)(=O)c2cc(Br)ccc2Br)cn1 | -13% | 11% | 6% | 2% | 0% | 2 | 4% | -6% | 1 | 2% | 1%
COc1cccc(C2=NOC(C(=O)Nc3cccnc3Cl)C2)c1OC (stereo not drawn) | -5% | -4% | 1% | 3% | 12% | 0 | -3% | -6% | -3 | -1% | 0%
Cc1cc(Nc2cccc([N+](=O)[O-])c2)c2ccccc2n1 | u | 2% | 7% | 0% | 15% | -3 | 3% | -1% | -9 | 1% | -4%
COc1ccc(NC(=O)Nc2ccc3c(c2)C(=O)N([C@H](C)CO)C[C@H](C)[C@@H](CN(C)C(=O)Nc2c(C)noc2C)O3)cc1 | x | x | 3% | x | 1% | -9 | -2% | x | 15 | x | 4%
O=C(Cn1cnc2c(NCc3ccccc3)ncnc21)NCc1nc2ccccc2[nH]1 | x | x | 0% | x | 1% | 3 | 6% | x | -4 | x | -1%
N#Cc1c(-c2cccs2)cc(-c2cccs2)[nH]c1=O | 12% | -1% | -1% | x | 14% | -7 | 0% | 3% | -5 | 4% | x
CCn1c(C)nc2cc(C(=O)N/N=C/c3ccc(OC)c(O)c3)ccc21 | u | 4% | -1% | u | 2% | 11 | -2% | -15% | 10 | 2% | 0%
Cc1cc(C)c2oc(C(=O)NCCc3ccc(S(N)(=O)=O)cc3)cc(=O)c2c1 | 11% | -2% | 0% | x | -7% | 5 | 3% | 3% | -7 | x | -4%
COc1ccc(C(=O)NC(=S)N2CCN(c3ccccc3O)CC2)cc1 | x | x | -2% | x | u | -16 | 7% | x | 31 | x | -3%
COc1cccc(NS(=O)(=O)c2cc3c4c(c2)CCC(=O)N4CCC3)c1 | x | -2% | 0% | x | 2% | -4 | 1% | x | -2 | x | -2%
Cc1ccc(-c2nc(NC(=O)CSc3ncn[nH]3)ns2)cc1 | 7% | -6% | 1% | x | -2% | -17 | -8% | -1% | -5 | x | 0%
COc1ccc(NS(=O)(=O)c2cccc(C(=O)NCC(c3ccc(F)cc3)N3CCOCC3)c2)cc1 (stereo not drawn) | -13% | 2% | -3% | 3% | -5% | 10 | -25% | -1% | 40 | 5% | -2%
COc1ccccc1CNC(=O)CN1C(=O)COc2ccc(S(=O)(=O)N3CCCCC3)cc21 | 2% | -7% | -1% | x | -1% | -1 | 7% | x | -6 | 0% | 4%
CC(=O)Nc1ccc(OCC(O)Cn2nc(C)nc2C)cc1 (stereo not drawn) | -5% | 0% | -1% | 10% | u | 6 | 2% | -1% | 9 | -3% | 6%
COc1ccc(-c2cc(=O)oc3c(C)c(OCC(=O)N(C)C)ccc23)cc1 | u | 3% | 2% | -8% | -1% | 3 | 1% | 9% | -14 | -5% | -1%
CCNC(=O)NC(=O)C(C)On1nnc2ccc(S(=O)(=O)N(CC)CC)cc21 (stereo not drawn) | -16% | -8% | 4% | 0% | -13% | -3 | 8% | -6% | 8 | 0% | 4%
CC(=O)Nc1ccc(OCC(O)Cn2c(CO)nc3ccccc32)cc1 (stereo not drawn) | 1% | -3% | 1% | 8% | 2% | -2 | 0% | 0% | 1 | 1% | -3%
O=C1CCN(Cc2ccc(Br)cc2)CCN1[C@H](CO)Cc1ccccc1 | 5% | -1% | 2% | -15% | 0% | 2 | -5% | 0% | -1 | x | 3%
COc1ccc(C(=O)NCCc2cn3ccc(C)cc3n2)cc1 | 3% | -1% | 1% | -19% | 12% | 0 | -14% | 0% | -5 | -3% | 3%
O=C(c1cccn2c(=O)c3ccccc3nc12)N1CCN(Cc2ccc3c(c2)OCO3)CC1 | 10% | -3% | -1% | -1% | -2% | 25 | -5% | 3% | 3 | -1% | 381%[activator]
CC1(C)CC(=O)C(C2c3ccccc3S(=O)(=O)c3ccccc32)C(=O)C1 | 3% | -4% | 1% | 18% | 3% | x | 0% | 7% | -8 | -2% | -4%
CCOC(=O)Cn1nc(C)c(NC(=O)CCc2ccc(OC)cc2)c1C | -2% | -1% | 2% | -22% | 0% | -6 | 10% | -47% | 1 | -3% | 3%
O=C(O)CC/C(=N/NC(=O)c1cccs1)c1ccccc1 | -8% | -5% | 4% | -1% | u | -4 | -1% | -10% | -4 | 3% | -1%
O=C(NCc1cccs1)C(=O)NCC(c1ccco1)N1CCN(c2ccccc2F)CC1 (stereo not drawn) | -8% | 5% | -1% | 2% | -15% | 6 | -6% | 0% | -6 | 11% | -1%
COC(=O)c1cc(NC(=O)c2nccnc2C(=O)O)cc(C(=O)OC)c1 | 10% | -1% | 1% | -3% | 14% | 12 | 24% | 2% | 7 | 3% | -7%
O=C(COC(=O)C1=COCCO1)Nc1ccc(Br)cc1Br | x | x | -3% | x | u | 2 | -11% | x | 17 | x | 0%
COc1ccc2oc(C(=O)NCc3cc(OC)c(OC)cc3OC)c(C)c2c1 | -6% | -2% | 0% | 0% | 4% | -3 | -4% | 0% | -19 | 7% | 20%
O=C(c1ccc(-n2cncn2)c([N+](=O)[O-])c1)N1CCN(S(=O)(=O)c2cccc(F)c2)CC1 | x | -4% | -1% | x | 4% | 5 | -22% | x | -10 | x | 23%
CCC(C)(C)NC(=O)C(c1cccn1C)N(C(=O)Cn1nnc2ccccc21)c1ccccc1OC (stereo not drawn) | -6% | 20% | 2% | -13% | 1% | 0 | -3% | -2% | 1 | 5% | 0%
CCOC(=O)c1sc(NC(=O)CCN2C(=O)C3CCCCC3C2=O)cc1C (stereo not drawn) | x | -3% | 1% | x | -3% | -4 | -12% | x | -6 | x | 5%
Cc1ccc(OCC2Cn3c(nc4c3c(=O)[nH]c(=O)n4C)O2)cc1 (stereo not drawn) | -1% | -5% | 0% | 10% | 7% | -16 | -13% | -5% | 7 | 2% | 0%
COc1ccc(OC)c(/C=C/C(=O)N2C(=O)c3cccc(N)c3C2=O)c1 | x | 25% | 2% | 8% | -12% | -3 | -10% | 4% | 0 | -2% | 120%[activator]
O=C(Nc1ccc(N2CCCCC2)cc1)c1cccnc1 | -6% | 3% | 2% | 9% | u | 9 | -2% | -10% | -1 | 1% | -1%
CC(NC(=S)Nc1ccc(OC(F)F)cc1OC(F)F)C(C)(C)C (stereo not drawn) | -3% | 8% | -1% | 10% | 5% | -5 | -8% | -2% | -1 | -3% | 5%
Cc1ccc(NC(=O)Cc2ccc(Cl)c(Cl)c2)cc1S(=O)(=O)N(C)C | x | 21% | 1% | 14% | u | -1 | 0% | -2% | -33 | -3% | -19%
CCCCC(=O)Nc1nnc(S(=O)(=O)N(CC)c2ccc(OC)cc2)s1 | -4% | -1% | 3% | 58%[activator] | u | 1 | 3% | x | 0 | 0% | 1%
C(=C\c1nc2ccccc2[nH]1)/c1ccccc1 | 14% | -6% | 0% | 61%[activator] | x | 12 | -6% | -63% | 2 | 11% | 53%[activator]

Screening data from PubChem.

The list is partial, so the mix of outcomes need not match the whole.
